# ZTA counter = ZTA (EBV) inhibition in EBNA-1 counter-screen; AID 2234; inhibition, % at 11 µM; actives 0.15% (n = 320,000); ZTA-DNA binding, fluorescence polarization; in the data active = inhibition above about 33%
# Target sequence (P03206 whole entry, looked up): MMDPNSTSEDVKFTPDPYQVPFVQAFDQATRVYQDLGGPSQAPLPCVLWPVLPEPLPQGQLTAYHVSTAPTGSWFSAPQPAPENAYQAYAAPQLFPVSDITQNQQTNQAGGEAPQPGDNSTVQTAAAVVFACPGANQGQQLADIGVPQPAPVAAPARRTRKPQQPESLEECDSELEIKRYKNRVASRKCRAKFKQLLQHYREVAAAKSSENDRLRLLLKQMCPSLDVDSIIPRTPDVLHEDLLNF
# MEX-5 binding = MEX-5 zinc finger RNA-binding disruptors – biochemical, C. elegans, fluorescence polarization, MLPCN library, primary screen | Zinc finger protein mex-5 (Caenorhabditis elegans), Q9XUB2 | MEX-5/FITC-TCR2 RNA binding; active compounds read low | activity score (negative = inhibition of binding), % at 10 µM | actives 0.38% (n = 300,000) | AID 1832, 2009;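 active = inhibition past about -25% in most replicates, and total fluorescence under double the plate's negative control median, limit read from the data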;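 also: 0% = DMSO and -100% = 5 µM competing unlabeled TCR2 RNA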
# Target sequence (Q9XUB2 whole entry, looked up): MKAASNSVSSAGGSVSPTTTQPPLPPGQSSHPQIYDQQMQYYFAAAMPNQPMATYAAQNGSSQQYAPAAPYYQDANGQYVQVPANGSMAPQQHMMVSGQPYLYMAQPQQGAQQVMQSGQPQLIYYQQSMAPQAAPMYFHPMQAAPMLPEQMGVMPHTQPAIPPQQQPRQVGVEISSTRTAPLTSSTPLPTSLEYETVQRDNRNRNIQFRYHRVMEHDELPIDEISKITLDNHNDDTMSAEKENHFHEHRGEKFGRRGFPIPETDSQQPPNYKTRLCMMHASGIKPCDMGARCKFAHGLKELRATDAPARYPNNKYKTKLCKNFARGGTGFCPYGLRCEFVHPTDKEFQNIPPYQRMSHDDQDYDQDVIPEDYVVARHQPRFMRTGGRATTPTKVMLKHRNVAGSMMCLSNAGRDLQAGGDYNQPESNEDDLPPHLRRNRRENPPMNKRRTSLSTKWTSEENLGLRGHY
# EBNA-1 inh = EBNA-1 DNA-binding inhibitors, primary screen, biochemical, fluorescence polarization | AID 1950, 2009 | inhibition, % at 14.8 µM | actives 0.34% (n = 300,000); in the data active = inhibition above about 28%
# Efflux pump inh = inhibitors of Candida efflux pumps in yeast, primary screen, S. cerevisiae, Nile Red, multiplex; S. cerevisiae Candida pump triplex; AID 485275, 2010; actives 0.44% (n = 330,000); inhibition, % at 10 µM;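 active = plate passing quality check with inhibition over a set limit, or well fluorescence over plate mean plus 4 SD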;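 also: Nile Red retained in pooled yeast measured as flow cytometry median fluorescence; 0% = buffer negative control and 100% = Enniatin B positive control; higher means more Nile Red kept so more efflux inhibition; some compounds called inactive have numbers as strong as hits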
# GLD-1 RNA inh = GLD-1/TGE RNA complex disruptors, primary screen, biochemical, fluorescence polarization; actives 0.44% (n = 320,000); AID 2280, 2010; inhibition, % at 5.96 µM; purified GLD-1 + fluorescein TGE RNA; Female germline-specific tumor suppressor gld-1 (Caenorhabditis elegans), Q17339;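 active = percent inhibition above a per-plate cutoff, the plate mean of test compounds plus 3 SD, cut at about 30% in these data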;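 also: 0% = DMSO wells with GLD-1 and probe and 100% = wells lacking GLD-1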
# BCLXL inh = inhibitors of human Bcl-xL, primary screen, biochemical, fluorescence polarization, HTS. Bcl-2-like protein 1 (Homo sapiens), Q07817. GST-Bcl-xL / FITC-Bim BH3 peptide fluorescence polarization. inhibition, % at 10.9 µM. actives 0.7% (n = 320,000). AID 2129, 2009;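 active = inhibition above the mean of all tested compounds plus 3 SD, cutoff set per campaign, cut at about 30% in these data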;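 also: 0% = DMSO wells and 100% = unlabeled Bim-BH3 peptide competitor; inhibitors lower millipolarization by displacing the labeled peptide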
# Fam108B inh = mouse Fam108B serine hydrolase inhibitors, primary screen, counter-screen for RBBP9 inhibitor project, biochemical, fluorescence polarization; AID 1947, 2009; inhibition, % at 9.51 µM; recombinant Fam108B, FP-Rh probe fluorescence polarization; actives 0.33% (n = 300,000);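 active = inhibition above the screen mean inhibition plus 3 SD, computed separately per campaign, cut at about 18% in these data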;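 also: inhibitors lower polarization as less probe binds the enzyme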
# Yeast superoxide = reduction of superoxide in aged yeast, primary screen, HTS. S. cerevisiae aged cells, superoxide DHE fluorescence; active compounds read low. superoxide response (% of plate mean), % at 10 µM. actives 0.18% (n = 330,000). AID 2690, 2010;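 active = superoxide response under a set limit, about three screen SD below normal, cut at about 65% in these data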;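 also: yeast aged for seven days with compound at 30 °C before DHE staining; 100% = average MFI of all compound-treated wells on the plate with controls excluded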
# MCL1 BIM primary = inhibitors of MCL1 binding to BIM-BH3, primary screen, biochemical, fluorescence polarization | inhibition, % at 10.9 µM | actives 0.68% (n = 320,000) | AID 2057, 2009 | GST-MCL1 / FITC-Bim-BH3 fluorescence polarization;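 active = inhibition above the mean inhibition of all tested compounds plus 3 SD, set per campaign, cut at about 40% in these data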;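 also: 0% = DMSO wells and 100% = unlabeled Bim-BH3 peptide control; higher means more loss of mP so more displacement of Bim peptide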
# Target sequence (Q07820 whole entry, looked up): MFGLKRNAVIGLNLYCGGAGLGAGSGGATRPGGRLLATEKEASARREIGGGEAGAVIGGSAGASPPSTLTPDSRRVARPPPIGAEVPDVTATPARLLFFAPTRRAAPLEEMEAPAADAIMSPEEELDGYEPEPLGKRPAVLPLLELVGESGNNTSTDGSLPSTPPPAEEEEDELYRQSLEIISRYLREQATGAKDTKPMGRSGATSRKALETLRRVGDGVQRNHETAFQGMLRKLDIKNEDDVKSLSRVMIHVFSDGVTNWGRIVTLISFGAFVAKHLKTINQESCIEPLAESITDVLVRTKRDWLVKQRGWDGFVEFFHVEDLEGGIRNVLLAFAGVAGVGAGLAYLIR
# Numbers without * were called inactive; i = inactive; · = no result given.
# Start of the listing, in advance, 13 compounds:
# Screens in order – Yeast superoxide	BCLXL inh	EBNA-1 inh	ZTA counter	Efflux pump inh	MEX-5 binding	MCL1 BIM primary	Fam108B inh	GLD-1 RNA inh
1) Nc1c(Cl)cnn(-c2ccccc2)c1=O
→ 95	0	9	0	0.0	1.9	0	-2	-7
2) COC1=CC(=O)C[C@@H](C)[C@]12Oc1c(Cl)c(OC)cc(OC)c1C2=O
→ 111	4	-1	7	0.0	2.2	6	3	9
3) COc1ccc(NC(=O)C2CCCC2)cn1
→ 96	11	8	2	-0.1	-0.6	11	9	4
4) CCOC(=O)CCC(=O)NNC(=O)c1ccc(NC(=O)c2ccccc2)cc1
→ 88	0	-13	-7	-0.1	-2.6	4	1	4
5) COc1cc(/C=N/NC(=O)[C@H](Cc2c[nH]c3ccccc23)NC(=O)OCC(C)C)cc([N+](=O)[O-])c1O
→ 73	13	-2	15	0.7	-2.2	18	9	10
6) CCC1(C)Cc2ccccc2-c2nc[nH]c(=O)c21 (configuration not stated)
→ 101	6	0	4	0.1	0.8	-1	1	-2
7) CCOC(=O)c1ccc(-n2c(C)nc3c(cnn3-c3ccc(Cl)cc3)c2=O)cc1
→ 92	6	7	3	0.0	-2.2	0	-2	5
8) O=C(COC(=O)CCc1ccc(S(=O)(=O)N2CCCCC2)cc1)Nc1ccc2c(c1)OCO2
→ 99	-4	-5	10	0.0	0.9	-5	4	4
9) CCOC(=O)CNC(=O)c1ccccc1Br
→ 100	3	5	-7	-0.1	-0.5	-3	-2	-5
10) Cc1ccc2c(c1)C1NC(=S)NC(C)(O2)C1C(=O)Nc1ccc(Cl)cc1 (configuration not stated)
→ 107	-23	-1	1	-0.2	1.1	-17	3	3
11) C=CCNC(=O)C1CC2c3ccccc3C1c1ccccc12 (configuration not stated)
→ 97	4	-6	6	-0.1	·	-1	0	1
12) CCCCCCn1c(N2CCC(C(N)=O)CC2)nc2c1c(=O)[nH]c(=O)n2C
→ 93	4	-10	9	0.5	-1.4	-1	1	-3
13) CC1C(=O)C(C)C(c2cccs2)NC1c1cccs1 (configuration not stated)
→ 92	9	-15	-3	0.4	-2.4	5	-6	9

# All compounds of this part, from the start:
# Screens in order – Yeast superoxide	BCLXL inh	EBNA-1 inh	ZTA counter	Efflux pump inh	MEX-5 binding	MCL1 BIM primary	Fam108B inh	GLD-1 RNA inh
1) Nc1c(Cl)cnn(-c2ccccc2)c1=O
→ 95	0	9	0	0.0	1.9	0	-2	-7
2) COC1=CC(=O)C[C@@H](C)[C@]12Oc1c(Cl)c(OC)cc(OC)c1C2=O
→ 111	4	-1	7	0.0	2.2	6	3	9
3) COc1ccc(NC(=O)C2CCCC2)cn1
→ 96	11	8	2	-0.1	-0.6	11	9	4
4) CCOC(=O)CCC(=O)NNC(=O)c1ccc(NC(=O)c2ccccc2)cc1
→ 88	0	-13	-7	-0.1	-2.6	4	1	4
5) COc1cc(/C=N/NC(=O)[C@H](Cc2c[nH]c3ccccc23)NC(=O)OCC(C)C)cc([N+](=O)[O-])c1O
→ 73	13	-2	15	0.7	-2.2	18	9	10
6) CCC1(C)Cc2ccccc2-c2nc[nH]c(=O)c21 (configuration not stated)
→ 101	6	0	4	0.1	0.8	-1	1	-2
7) CCOC(=O)c1ccc(-n2c(C)nc3c(cnn3-c3ccc(Cl)cc3)c2=O)cc1
→ 92	6	7	3	0.0	-2.2	0	-2	5
8) O=C(COC(=O)CCc1ccc(S(=O)(=O)N2CCCCC2)cc1)Nc1ccc2c(c1)OCO2
→ 99	-4	-5	10	0.0	0.9	-5	4	4
9) CCOC(=O)CNC(=O)c1ccccc1Br
→ 100	3	5	-7	-0.1	-0.5	-3	-2	-5
10) Cc1ccc2c(c1)C1NC(=S)NC(C)(O2)C1C(=O)Nc1ccc(Cl)cc1 (configuration not stated)
→ 107	-23	-1	1	-0.2	1.1	-17	3	3
11) C=CCNC(=O)C1CC2c3ccccc3C1c1ccccc12 (configuration not stated)
→ 97	4	-6	6	-0.1	·	-1	0	1
12) CCCCCCn1c(N2CCC(C(N)=O)CC2)nc2c1c(=O)[nH]c(=O)n2C
→ 93	4	-10	9	0.5	-1.4	-1	1	-3
13) CC1C(=O)C(C)C(c2cccs2)NC1c1cccs1 (configuration not stated)
→ 92	9	-15	-3	0.4	-2.4	5	-6	9
14) NC(=O)C1CCCN(C(=S)NCc2ccc3c(c2)OCO3)C1 (configuration not stated)
→ 101	4	5	16	0.0	-0.9	0	5	1
15) O=C(N1CCN(c2ccc(F)cc2)CC1)C1(c2cccs2)CCOCC1
→ 94	-2	-8	-10	0.3	3.4	3	-3	3
16) CCCNC(=O)c1cc(OC)c(OC)cc1[N+](=O)[O-]
→ 102	0	0	9	0.3	1.8	-3	-3	5
17) CCOC(=O)CNC(=O)c1sc(NC(=O)c2ccccc2F)nc1C
→ 94	1	1	3	-0.1	-2.3	0	-3	-1
18) c1ccc(CSc2nnc(SCc3ccccn3)s2)nc1
→ 94	3	4	-12	-0.3	2.0	-2	1	4
19) O=S(=O)(NNc1ccc(F)cc1F)c1cccc(Cl)c1
→ 84	15	5	7	-0.1	-2.2	22	-2	4
20) COc1ccc(C2(C)NC(=O)N(CC(=O)NC3CCCC3)C2=O)cc1OC (configuration not stated)
→ 131	-2	·	-3	0.1	·	-5	·	6
21) Cc1ccc(NC2=CC(=O)C(=O)c3ccccc32)c(C)c1
→ 151	1	·	-1	0.3	·	4	·	9
22) CN1C(=O)N(C)C2(c3ccccc3)N(C(C)(C)C)C(=O)NC12c1ccccc1 (configuration not stated)
→ 101	-3	-1	-4	-0.1	2.1	-2	-2	-2
23) CN(Cc1ccccc1)C(=O)c1oc(=O)c2ccccc2c1-c1ccccc1
→ 121	0	-4	-2	0.7	0.2	-4	0	-2
24) CC1CCCC(NC(=O)CN2C(=O)COc3ccccc32)C1C (configuration not stated)
→ 92	0	-14	-1	0.0	1.3	-7	0	0
25) O=C1CSC(c2ccccn2)N1c1ccc(F)cc1F (configuration not stated)
→ 95	3	-6	-8	-0.2	0.0	2	-1	-4
26) CS(=O)c1ccc(-n2c(=O)n(Cc3ccccc3)c(=O)c3[nH]cnc32)cc1 (configuration not stated)
→ 92	6	6	8	-0.1	2.5	4	0	1
27) Cn1c(C(=O)N2CCC(C(N)=O)CC2)cc2cc(Cl)ccc21
→ 98	5	-5	14	0.2	-0.5	0	-2	6
28) O=C(COc1ccc(S(=O)(=O)Nc2cccc(C(F)(F)F)c2)cc1)N1CCOCC1
→ 112	0	0	1	-0.3	-1.0	-2	-3	-4
29) Cn1c(=O)c2sccc2n(CC(=O)NCCC2=CCCCC2)c1=O
→ 97	6	0	-4	0.0	2.0	5	0	0
30) c1ccc2sc(N3CCN(Cc4nnnn4CC4CCCO4)CC3)nc2c1 (configuration not stated)
→ 111	-1	-1	3	0.3	-2.4	1	0	0
31) CCN(C(=O)c1ccco1)c1nc(-c2ccc(OC)cc2)cs1
→ 99	7	0	15	0.0	-1.7	6	-6	-9
32) O=S(=O)(Nc1ccc(Nc2ccccc2)cc1)c1ccc(F)cc1
→ 110	6	-8	-6	0.1	-2.8	1	4	4
33) COc1ccc(OC)c(NC(=O)CSc2ncccc2C(=O)O)c1
→ 109	7	-13	-9	0.2	-1.4	6	1	-2
34) Cc1ccc(/C=N/NC(=O)c2ccc(-n3cnnn3)cc2)cc1
→ 94	3	·	-6	0.1	·	9	·	2
35) NS(=O)(=O)c1ccc(N=Nc2ccc(O)c3ncccc23)cc1
→ 89	13	7	2	-0.1	-0.6	15	6	4
36) CC1CCN(CC(=O)Nc2ccc(C(=O)N3CCCCC3)cc2)CC1
→ 99	3	2	-12	-0.2	2.5	6	-2	5
37) CC(=O)c1cc2c(cc1NC(=O)Nc1cccc(Cl)c1)OCCO2
→ 104	13	-10	-17	0.1	-1.1	16	2	0
38) CCNC(=O)C(=O)NCC1CCCN1S(=O)(=O)c1cccs1 (configuration not stated)
→ 96	-7	-2	-9	-0.1	-2.5	-143	0	-18
39) CC(=O)Nc1ccc2c(COC(=O)CC3Sc4ccccc4NC3=O)cc(=O)oc2c1 (configuration not stated)
→ 96	0	3	1	0.1	-1.4	7	-36	-7
40) Cc1cc(=O)oc2cc(NC(=O)c3ccc(OC(F)F)cc3)ccc12
→ 93	2	3	4	-0.1	-0.8	-1	-6	2
41) O=C(NCCCn1ccnc1)/C(=C/c1ccco1)NC(=O)c1cccs1
→ 159	4	10	8	0.0	3.1	3	1	0
42) O=C(c1ccccc1)N(Cc1cccs1)C1CCS(=O)(=O)C1 (configuration not stated)
→ 97	0	7	-4	-0.1	-2.7	3	-3	3
43) CC1CN(C(=O)C2CC2)C(C)CN1C(=O)C1CC1 (configuration not stated)
→ 91	2	5	1	0.0	-1.1	3	2	34*
44) O=C(c1ccc(S(=O)(=O)Cc2ccccc2F)c([N+](=O)[O-])c1)N1CCCCCC1
→ 116	4	2	2	0.1	2.1	9	2	6
45) CC(C)COC(=O)N(C)c1ccc(C(O)(C(F)(F)F)C(F)(F)F)cc1
→ 86	3	16	14	0.3	0.7	4	-3	0
46) C/C=C/Cn1cccc(C(=O)Nc2ccc(OC)cc2)c1=O
→ 95	0	1	2	0.1	4.1	6	-3	3
47) Cc1ccc(N(CC(=O)NCC2CCCO2)C(=O)CCC(=O)Nc2cc(C)on2)cc1 (configuration not stated)
→ 99	6	-6	12	1.0	0.8	-2	1	-3
48) COc1ccc(C)cc1NC(=O)c1ccccc1NS(=O)(=O)c1cccc2cccnc12
→ 100	2	10	14	-1.6	·	-4	0	1
49) Cc1ccc(C(=O)O/N=C(\N)Cc2ccc([N+](=O)[O-])cc2)c(Cl)c1
→ i	8	3	10	0.0	-1.2	2	0	5
50) O=C(NC1CCc2ccccc21)C12CN(Cc3ccccc3)CC1C(c1cccc([N+](=O)[O-])c1)=NO2 (configuration not stated)
→ 101	6	-2	9	0.0	-2.2	7	-2	0
51) O=[N+]([O-])c1ccc(CSc2nc3ccccc3o2)cc1
→ 88	-4	-9	9	-0.1	-3.9	3	3	3
52) COc1cccc(-c2ccc(SCC(=O)NCCc3ccccc3)nn2)c1
→ 93	-3	-3	-10	0.2	4.3	1	-3	-6
53) CC(C)(C)c1cc(CN2CCCC(O)C2)c(O)c(C(C)(C)C)c1 (configuration not stated)
→ 107	6	0	-3	0.0	0.5	10	2	2
54) CCN1CNC(=S)N(CCc2ccccc2)C1
→ 90	-5	-2	6	0.2	1.8	-8	3	1
55) OC(c1nc2ccccc2[nH]1)C(O)C(O)C(O)c1nc2ccccc2[nH]1 (configuration not stated)
→ 60*	7	6	1	-0.1	-0.7	4	2	5
56) CCOC(=O)c1c(NC(=O)COc2cccc3c2CCN(C)C3=O)sc2c1CCC2
→ 116	-11	12	-6	-0.3	-0.3	-20	-3	2
57) COCCNc1nc(SCC(=O)N2CCN(c3ccccc3)CC2)nc2ccccc12
→ 107	2	6	11	-0.2	-0.5	-2	-3	0
58) CC(C)(C)CC(=O)Nc1ccc(C(N)=O)cc1
→ 145	-2	3	8	0.1	-0.2	-4	-1	4

# Bioassay records from PubChem BioAssay.
